BAP1 inh – blocks human BAP1 ubiquitin-AMC hydrolysis | recombinant BAP1, Ub-AMC hydrolysis fluorescence kinetic; hits give low values | AID 436 | activity remaining (% of control), % at 20 µM | Q92560 | 72,000 tested, 0.48% active;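 active = activity remaining at or below 50% of control, provided the compound also passes the data quality filters; inactive = the rest, including low values that fail the filters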;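 note: 100% = DMSO wells rate and 0% = substrate alone blank rate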
Target sequence (Q92560 whole entry, looked up): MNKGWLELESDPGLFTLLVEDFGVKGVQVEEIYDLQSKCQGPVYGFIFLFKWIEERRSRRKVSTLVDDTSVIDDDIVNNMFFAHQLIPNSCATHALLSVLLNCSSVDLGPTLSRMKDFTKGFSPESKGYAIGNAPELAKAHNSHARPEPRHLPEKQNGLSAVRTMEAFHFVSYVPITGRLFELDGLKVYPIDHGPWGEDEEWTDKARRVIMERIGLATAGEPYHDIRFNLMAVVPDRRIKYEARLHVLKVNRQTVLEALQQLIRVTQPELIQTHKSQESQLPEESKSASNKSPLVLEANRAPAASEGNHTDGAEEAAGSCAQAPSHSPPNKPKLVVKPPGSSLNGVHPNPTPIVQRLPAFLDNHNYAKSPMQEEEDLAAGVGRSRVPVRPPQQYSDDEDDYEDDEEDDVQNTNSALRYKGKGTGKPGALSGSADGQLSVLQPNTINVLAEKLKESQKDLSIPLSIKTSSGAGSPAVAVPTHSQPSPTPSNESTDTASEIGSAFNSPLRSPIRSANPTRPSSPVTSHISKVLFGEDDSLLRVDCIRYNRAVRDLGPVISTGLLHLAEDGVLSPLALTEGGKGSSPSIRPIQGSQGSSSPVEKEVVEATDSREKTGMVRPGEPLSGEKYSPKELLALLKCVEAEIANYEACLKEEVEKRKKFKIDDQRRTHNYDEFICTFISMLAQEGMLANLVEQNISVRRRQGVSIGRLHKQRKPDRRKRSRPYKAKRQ
HePTP inhibitor – inhibitors of human HePTP phosphatase. recombinant HePTP phosphatase activity, OD absorbance. inhibition, % at 20 µM. 110,000 tested, 0.64% active. AID 521; in the data active = inhibition above about 50%;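 note: plate controls were vehicle for no effect and reference inhibitor for full effect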
Target sequence (P35236 whole entry, looked up): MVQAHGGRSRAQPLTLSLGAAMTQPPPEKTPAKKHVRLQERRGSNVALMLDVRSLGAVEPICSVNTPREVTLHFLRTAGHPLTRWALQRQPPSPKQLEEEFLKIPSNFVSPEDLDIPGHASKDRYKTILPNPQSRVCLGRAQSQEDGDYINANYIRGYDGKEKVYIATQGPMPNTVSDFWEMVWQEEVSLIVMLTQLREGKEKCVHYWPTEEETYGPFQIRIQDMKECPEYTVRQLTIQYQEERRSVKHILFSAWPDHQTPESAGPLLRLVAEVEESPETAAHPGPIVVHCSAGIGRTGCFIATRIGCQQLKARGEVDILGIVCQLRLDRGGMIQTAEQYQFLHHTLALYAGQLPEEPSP
The depositor's hits bear a star; nt = no result given. This is a random part of the collection; overall some 0.91% were active at least once.

Each structure is followed by: BAP1 inh, HePTP inhibitor
NC(=O)C1CCN(Cc2nnnn2Cc2ccco2)CC1
→ 98.9, 4.5
N/C(=N\OC(=O)c1ccc(I)cc1)c1ccc([N+](=O)[O-])cc1
→ nt, -7.1
C/C=C1\C(=O)CC2C3CCC4=CC(=O)CC[C@]4(C)C3CC[C@]12C (stereo partly drawn)
→ 88.8, nt
O=c1[nH]c(-c2cccc(O)c2)nc2sc3c(c12)CCCC3
→ nt, 8.3
COc1cc2nc(SCC(=O)NC3CC3)n(CCC3=CCCCC3)c(=O)c2cc1OC
→ nt, 11.5
CCCCCOC(=O)Nc1ccc(S(=O)(=O)Nc2ccc([N+](=O)[O-])cc2)cc1
→ nt, -16.0
Cc1cc(N2C(=O)C3C4C=CC(C4)C3C2=O)no1 (stereo not drawn)
→ 90.7, -3.8
CC(C)CC(c1nnnn1Cc1ccccc1)N1CCN(C(=O)c2ccco2)CC1 (stereo not drawn)
→ 86.5, 7.9
CCc1ccc2oc(-c3cccc(NC(=O)c4ccco4)c3)nc2c1
→ nt, 7.6
CCN(CC)S(=O)(=O)c1ccc(-c2nnc(SCc3nnc(-c4ccccc4)o3)o2)cc1
→ 82.9, -0.9
CCc1cc(=O)oc2cc(C)c(CN3CCCC(C)C3)c(O)c12 (stereo not drawn)
→ nt, -3.7
Brc1ccc(-c2nnc3sc(CNCc4ccc5c(c4)OCO5)cn23)cc1
→ 93.1, 6.7
COc1ccc(Cl)cc1NC(=O)CN(c1cccc([N+](=O)[O-])c1)S(=O)(=O)c1ccccc1
→ nt, 2.0
COc1cc(C(=O)Nc2cccc(S(N)(=O)=O)c2)cc(OC)c1OC
→ nt, 2.7
O=[N+]([O-])c1cc(Br)c(O)c(/C=N/Nc2nc3ccccc3[nH]2)c1
→ nt, 12.6
N#Cc1ccccc1Cn1c(-c2cscn2)nc2ccccc21
→ 97.4, 8.9
COc1cc(CNCCO)ccc1OCC(=O)Nc1ccc(Br)cc1
→ 75.1, 0.1
O=C(CN(Cc1ccccc1)S(=O)(=O)c1ccccc1)NC1CC1
→ 99.8, 6.9
CCCc1cc(Nc2cccc(OC)c2)n2ncnc2n1
→ 105.4, 16.1
O=c1/c(=C/c2ccc(-c3ccccc3[N+](=O)[O-])o2)sc2nc3cc(Br)cnc3n12
→ nt, 20.3
CC(C)=C(NC(=O)c1ccccc1)C(=O)Nc1cccc(C)c1
→ nt, -3.5
Cc1ccc(N(Cc2ccc(C(=O)N/N=C/c3ccc(OC4CSC4)cc3)cc2)S(C)(=O)=O)cc1C
→ nt, 2.2
CC(C)(C)c1cc(C(F)(F)F)nc(N)n1
→ 113.3, nt
c1cc(C(c2nnnn2C2CCCC2)N2CCOCC2)ccn1 (stereo not drawn)
→ 118.0, 13.7
O=C(O)CSc1c2c(nc3cc(C(=O)N4CCOCC4)ccc13)CCCC2
→ 112.1, 1.9
CCCC(=O)Nc1ccc(NC(=O)C(C)(c2ccccc2)c2ccccc2)cc1
→ nt, -0.2
Cc1cccn2c(NC(=O)c3ccc(Br)cc3)c(-c3ccccc3)nc12
→ nt, 7.3
CS(=O)(=O)NNC(=O)[C@H]1C[C@H]1c1ccccc1
→ nt, -0.8
CCOC(=O)c1sc(N(Cc2ccccc2)C(=O)CN2C(=O)CN(C)C2=O)nc1C
→ 111.1, 1.6
O=C(O)CCCC(=O)Nc1ccccc1
→ nt, -1.5
c1ccc(CN2CCN(Cc3ccncc3)CC2)nc1
→ nt, 3.6
Cc1ccc(/C=N/NC(=O)c2ccc(Cl)cc2O)o1
→ nt, 9.6
CCC(C)NC(=O)CN(c1ccc(F)cc1)S(=O)(=O)c1ccccc1 (stereo not drawn)
→ nt, 6.1
Cc1cc(NC(=O)c2ccc(C)c([N+](=O)[O-])c2)no1
→ nt, -3.3
Cc1ccc(OCC(=O)Nc2ccc(C)c(C)c2)cc1
→ nt, 8.0
CC(C)Cn1c(Br)nc2c1c(=O)n(CCC#N)c(=O)n2C
→ 81.8, 7.3
COc1cc(N=Cc2c(O)[nH]c3ccccc23)cc(OC)c1OC
→ 99.3, 6.0
COC(=O)C1=C(C)NC2=C(C(=O)CC(c3ccccc3)C2)C1c1cccc(I)c1 (stereo not drawn)
→ nt, 4.1
O=C1OC(c2ccc(Cl)cc2)=C/C1=C\c1ccc2c(c1)OCO2
→ nt, -0.9
Oc1ccccc1-c1cc(-c2ccccc2)nc(N2CCCC2)n1
→ nt, -0.2
C/C(CCc1oc2ccccc2c1-c1ccc(C)o1)=N/O
→ 93.4, 7.1
CCn1c(Cc2cccs2)nnc1SCC(=O)Nc1ccc(OC)c(OC)c1
→ 105.6, 8.9
CC1CN(S(=O)(=O)c2cccc(C(=O)OCC(=O)Nc3ccc4c(c3)OCO4)c2)CC(C)O1 (stereo not drawn)
→ 96.2, 3.8
COc1ccc(CCNC(=O)c2nnn(CC(=O)Nc3ccccc3)c2N)cc1OC
→ 101.5, 2.9
COc1ccc(C2(CN(C(C)=O)C(C)=O)CCCC2)cc1OC
→ 110.7, 3.4
COC(=O)c1[nH]c(C)c(/C(O)=C2\C(=O)C(=O)N(CCN(C)C)C2c2cc(OC)ccc2OC)c1C (stereo not drawn)
→ 95.1, -14.9
COc1cc(C)c(Cl)cc1S(=O)(=O)N(C)C
→ 93.5, -1.4
CC(C)CNC(=O)CN(c1ccc(F)cc1)S(=O)(=O)c1ccccc1
→ nt, -6.9
C=CCC1(NCc2ccco2)CCN(CC)CC1
→ nt, -9.7
COCCCn1c(SCC(=O)OC2CCCCC2)nnc1-c1ccco1
→ 78.7, 1.4
Cc1onc(-c2c(Cl)cccc2Cl)c1C(=O)Nc1ccc(N(C)C)cc1
→ nt, 13.7
CC1(C)CC(NCc2cc(Br)cc(Br)c2O)CC(C)(C)N1
→ nt, 10.2
CCC(=O)Nc1ccc(C(=O)n2ccc(C)n2)cc1
→ 62.3, 3.4
COc1ccc(-c2nc(-c3ccc(F)cc3)no2)cc1OC
→ nt, -1.4
O=C1c2ccccc2C(=O)c2c([N+](=O)[O-])ccc(N3CCOCC3)c21
→ nt, 5.3
Cc1ccc(-c2csc(NC(=O)c3cc(=O)c4ccccc4o3)n2)c(C)c1
→ 113.7, nt
CN(Cc1nc2ccccc2n1C)S(=O)(=O)c1ccc(F)cc1
→ 105.2, 5.4
O=C(CC1Sc2ccc(C(F)(F)F)cc2NC1=O)Nc1cccc(Cl)c1 (stereo not drawn)
→ 70.5, 13.7
COc1cc(S(=O)(=O)NC2CCCCC2C)ccc1Cl (stereo not drawn)
→ 57.0, -5.6
COc1cccc(-n2c(O)c(C=Nc3ccc4c(c3)OCO4)c(=O)[nH]c2=O)c1
→ nt, 4.6

Next section:
Each structure is followed by: BAP1 inh, HePTP inhibitor
CCOc1cc(C2Nc3ccccc3C(=O)N2Cc2ccco2)ccc1O (stereo not drawn)
→ nt, -1.6
C=CCn1c(Cc2cccs2)nnc1SCC(=O)c1cccc(Br)c1
→ 93.9, 18.4
Cc1c(C(=O)N2CCC(Cc3ccccc3)CC2)cccc1[N+](=O)[O-]
→ nt, -12.2
CN(C)CCNc1nc2c(c(=O)[nH]c(=O)n2C)n1CCCc1ccccc1
→ 83.1, 1.7
CN1C(=O)NC(=O)/C(=C\c2ccc(Cl)cc2)C1=O
→ nt, -5.3
O=C(O)c1ccc(Cl)c(-c2ccc(C=C3C(=O)c4ccccc4C3=O)o2)c1
→ nt, 104.1*
CC(C)CC(=O)N1CCN(C(=O)CCC2CCCC2)CC1
→ 84.5, 3.7
O=C(/C=C/c1cccc([N+](=O)[O-])c1)Nc1ccc(F)c(Cl)c1
→ nt, -8.8
O=[N+]([O-])c1ccc(-c2nc(-c3ccccc3)c(-c3cccs3)[nH]2)cc1
→ nt, 11.9
O=C1NN(c2ccccc2)C(=O)/C1=C/c1cccc(OCc2ccc(F)cc2)c1
→ nt, -2.3
CN1C(=S)SC(N(O)C(=O)NC2CCCCC2)C1(C)C (stereo not drawn)
→ 90.5, -10.3
O=C1CN(c2nc3ccccc3n3cnnc23)CC(=O)N1CCc1ccccc1
→ 84.4, 12.1
CCOC(=O)N1CCN(S(=O)(=O)c2ccc(OC)c(Cl)c2)CC1
→ 101.6, 3.9
CCC(C)N(C(=O)COC(=O)c1cn(CC)c2nc(C)ccc2c1=O)C1CCS(=O)(=O)C1 (stereo not drawn)
→ 87.4, -0.9
Cc1ccc(C(=O)NCCNc2ccc(C(F)(F)F)cc2[N+](=O)[O-])cc1
→ 78.0, -1.1
CCCS(=O)(=O)c1c(S(=O)(=O)CCC)c2cc(-c3ccncc3)ccn2c1C(=O)c1ccc(F)cc1
→ nt, -10.1
CN=C(Nc1cc(Cl)ccc1Cl)SC1CC(=O)N(c2ccc(OC)cc2)C1=O (stereo not drawn)
→ nt, 1.6
CN(C)c1ccc(/C=C2\C(=O)NC(=S)N(c3ccc(Cl)c(Cl)c3)C2=O)cc1
→ nt, 1.9
Cc1ccc(CNC(=O)c2cccc([N+](=O)[O-])c2)cc1
→ nt, 4.5
CCCCn1c(SCc2c(C)noc2C)nc2cc(S(N)(=O)=O)ccc21
→ 101.8, 2.6
COc1ccccc1N(C(C)=O)C1SC(=O)N(c2ccccc2)C1=O (stereo not drawn)
→ 79.6, 3.3
CCC(C(=O)Nc1cc(Cl)ccc1Cl)c1ccccc1 (stereo not drawn)
→ nt, 1.0
Cn1c(=O)c2c(nc(NCc3ccc4c(c3)OCO4)n2Cc2ccccc2F)n(C)c1=O
→ 108.5, 14.1
COc1cccc(NC(=O)c2ccc3c(c2)N(CC(=O)N2CCCCC2)C(=O)C(C)(C)O3)c1
→ 97.3, 2.3
O=S(=O)(N=Nc1c(O)[nH]c2ccc(Br)cc12)c1ccc(Cl)cc1
→ nt, 2.3
Cc1cc(OCC(=O)NCCN2CCOCC2)cc(C)c1Br
→ 97.4, 2.3
COC(=O)c1ccc(NC(=O)CCN2C(=O)c3cccc4cccc(c34)C2=O)cc1
→ nt, -4.4
COC(=O)c1ccccc1NC1c2ccccc2C(=O)N1c1cccnc1 (stereo not drawn)
→ 106.5, 4.0
c1ccc(-c2nc(N3CCCCCC3)c3ccccc3n2)nc1
→ 89.2, 9.4
O=C(Cc1ccccc1)Nc1c(F)c(F)c(F)c(F)c1F
→ nt, -10.3
CCOc1ncccc1C(=O)OCC(=O)Nc1cc(C(=O)OC)ccc1C(=O)OC
→ nt, 6.6
CCNc1ccc(C(=O)OCC)cc1NC(=O)c1cccc(S(=O)(=O)N2CCOCC2)c1
→ 107.3, 1.7
CCOC(=O)c1cc(C2CC2)nc2ccccc12
→ nt, -2.6
c1ccc(-n2nnnc2-n2cnc3ccccc32)cc1
→ 116.7, 3.0
CC1CCCC(C)N1S(=O)(=O)c1ccc(NC(=O)c2ccccc2C(=O)N2CCOCC2)cc1 (stereo not drawn)
→ 105.9, 8.7
COc1cc(/C=C2\SC(=S)NC2=O)ccc1OCC(=O)O
→ nt, -10.1
CCOC(=O)Cn1c2ccccc2c2nc3ccccc3nc21
→ 73.7, 7.4
COC(=O)c1ccccc1NC(=O)CSc1nnc(COc2cccc(OC)c2)n1C
→ 92.7, 9.9
O=C(Nc1cc(C(F)(F)F)ccc1N1CCOCC1)c1cncc(Br)c1
→ 71.5, 1.9
Cc1c(/C(O)=C2/C(=O)C(=O)N(Cc3cccnc3)C2c2cccs2)cnn1-c1ccccc1 (stereo not drawn)
→ 79.8, 4.9

Entries of single compounds, quoted from the list:
Cn1c(=O)c2c(nc(NCc3ccc4c(c3)OCO4)n2Cc2ccccc2F)n(C)c1=O in the list: BAP1 inh = 108.5; HePTP inhibitor = 14.1
COc1cc(/C=C2\SC(=S)NC2=O)ccc1OCC(=O)O in the list: BAP1 inh = nt; HePTP inhibitor = -10.1

Other compounds follow.
Each structure is followed by: BAP1 inh, HePTP inhibitor
Cc1ccc(S(=O)(=O)CCC(=O)Nc2ccc3c(c2)OCO3)cc1
→ 116.5, -4.5
O=C(O)CCNc1cc2ccccc2cc1C(=O)O
→ 101.8, 0.7
CCCCNC(=O)Cn1cnc2c(cnn2-c2ccc(C)c(C)c2)c1=O
→ 87.1, -5.5
COc1ccc2ccccc2c1/C=C1\SC(=S)N(c2ccccc2)C1=O
→ nt, 7.7
Cc1nc(-c2coc3c(C)c(O)ccc3c2=O)cs1
→ 129.1, nt
COc1cc(C(=O)N/N=C/c2ccsc2C)cc(OC)c1OC
→ nt, 5.8
Cc1ccccc1OCCSc1nc2ccccc2n1CCO
→ 58.5, 9.9
CCOC(=O)c1c(C)[nH]c(/C=C(\C#N)C(=N)N2CCOCC2)c1O
→ nt, -5.8
CCOc1cc2[nH]c(=O)n(CCCN3CCCC3=O)c(=O)c2cc1OCC
→ 56.0, -1.0
CSC(N)=NCCC[C@H](N)C(=O)O
→ 92.8, nt
O=C1CC(c2ccccc2Cl)CC2=C1C(c1ccsc1)Nc1ccccc1N2 (stereo not drawn)
→ nt, -1.6
O=C(Cn1ncc2c(=O)oc3ccccc3c21)N1CCCc2ccccc21
→ 98.4, -6.0
CC(C)C(C(=O)Nc1ccc2c(c1)OCCO2)N1C(=O)c2ccccc2C1=O (stereo not drawn)
→ 95.6, -2.9
Cc1ccc2c(c1)NC(C)(C)c1sn(-c3ccc(Cl)c(F)c3)c(=S)c1-2
→ nt, -0.9
CN(CCNC(=O)Cn1c(=O)sc2ccccc21)Cc1ccccc1
→ 97.4, 6.9
OCC1OC(Nc2cccc3ccccc23)C(O)C(O)C1O (stereo not drawn)
→ 76.4, nt
CCOC(=O)c1cc2c(=O)n3cccc(C)c3nc2n(CCc2ccc(OC)c(OC)c2)c1=N
→ 100.5, -2.1
CCN1CCN(CCCNC(=O)C2CCCN(c3nnc(-n4cccc4)s3)C2)CC1 (stereo not drawn)
→ 110.4, 1.7
O=C(Nc1ccccc1C(=O)Nc1ccccn1)c1ccccc1Cl
→ nt, 4.0
CC(=O)c1ccc(NC(=O)c2ccc(-c3cccc(Cl)c3)o2)cc1
→ nt, 8.7
O=C(/C=C/c1ccccc1)Nc1ccc2ccccc2n1
→ nt, -11.9
CCOC(=O)C1=NNC(C(=O)c2ccccc2)C1c1cccc(Br)c1 (stereo not drawn)
→ nt, -0.6
Fc1ccc(-c2noc(C3CCN(Cc4cccnc4)CC3)n2)cc1
→ 104.0, 4.4

Screening data as filed in PubChem.
